Compound activity (PubChem BioAssay)
INS-1E GSIS act: GLuc luminescence reporter in INS-1E cells, primary screen for activators of glucose-dependent secretion of insulin; INS-1E GLuc reporter insulin secretion, 2-3 h; actives 0.61% (n = 370,000); activation, % at 16.6 µM;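 active = lowest replicate activation of at least 40%, so every replicate reaches that level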;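 also: 0% = median of neutral control wells and 100% = median of IBMX positive control wells; some compounds called inactive have numbers as strong as hits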
F508del corr: F508del CFTR correction, initial screen, CFBE line, single point. actives 0.36% (n = 350,000). activity (quench increase), % at 7.58 µM. AID 720511, 2013. CFBE cells, YFP halide quenching; stimulated with forskolin plus potentiator P3; % fluorescence drop versus neutral controls;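 active = mean added fluorescence quench of at least 8% versus neutral control, with both replicates also reaching 8%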;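 also: cells transiently co-express mutant CFTR-F508del with the halide-sensitive YFP; corrector assay measuring rescue of mutant channel to the surface after 24 h compound exposure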
RAD54 branch: inhibitors of human RAD54 branch migration, primary screen, biochemical, fluorescence, single point. DNA repair and recombination protein RAD54-like (Homo sapiens), Q92698. RAD54 Holliday junction branch migration, FAM/BHQ fluorescence. inhibition, % at 10.4 µM. actives 0.14% (n = 360,000). AID 602329, 2012;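 active = mean normalized replicate activity at least 40 and at least half of replicates scoring 40 or more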;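 also: 0% = median of neutral control wells and 100% = median of positive control wells; inhibitors cause a drop in the FAM fluorescence signal; in these data hits start at about 50%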
ERAP1 inh: human ERAP1 aminopeptidase inhibitors, primary screen, biochemical, single point, plate reader. recombinant ERAP1, Leu-AMC fluorescence, 60 min. inhibition, % at 10.7 µM. actives 0.15% (n = 340,000). AID 652197, 2013;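 active = mean replicate inhibition of at least 30%, or all replicates individually reaching that 30% level; inactive = mean below 30% and not every replicate reaching it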;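 also: 0% = neutral control wells and 100% = L-leucinethiol positive control wells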
Xi reactivation: activators of inactive X chromosome reactivation, primary screen, imaging, XiGFP fibroblasts, GFP high-content imaging, set 2. XiGFP mouse fibroblasts, % GFP-positive cells imaging, 3 d; cells co-treated with 5-aza-dC sensitizer; scaled so ellipticine positive control = 100%. activation, % at 7.58 µM. actives 0.055% (n = 360,000);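 active = mean normalized replicate activation at least 10% and every replicate at or above 10%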;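 also: 0% = median of on-plate neutral control wells and 100% = ellipticine 6 µM median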
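Schedule: 3 d treatment, 15 min room-temperature fixation; system: 68-5-11 XiGFP fibroblast line; buffer or medium: DMEM plus 5-aza-dC sensitizer; control set: ellipticine 6 µM positive control; compound: one concentration, pinned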
RAD52 anneal inh: RAD52 DNA annealing inhibitors, primary screen, biochemical, FRET, single point, set 2. DNA repair protein RAD52 homolog (Homo sapiens), P43351. recombinant RAD52 DNA annealing, FRET fluorescence. inhibition, % at 18.7 µM. actives 0.46% (n = 360,000);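 active = every replicate showing at least 50% inhibition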
Target sequence (P43351 whole entry, looked up): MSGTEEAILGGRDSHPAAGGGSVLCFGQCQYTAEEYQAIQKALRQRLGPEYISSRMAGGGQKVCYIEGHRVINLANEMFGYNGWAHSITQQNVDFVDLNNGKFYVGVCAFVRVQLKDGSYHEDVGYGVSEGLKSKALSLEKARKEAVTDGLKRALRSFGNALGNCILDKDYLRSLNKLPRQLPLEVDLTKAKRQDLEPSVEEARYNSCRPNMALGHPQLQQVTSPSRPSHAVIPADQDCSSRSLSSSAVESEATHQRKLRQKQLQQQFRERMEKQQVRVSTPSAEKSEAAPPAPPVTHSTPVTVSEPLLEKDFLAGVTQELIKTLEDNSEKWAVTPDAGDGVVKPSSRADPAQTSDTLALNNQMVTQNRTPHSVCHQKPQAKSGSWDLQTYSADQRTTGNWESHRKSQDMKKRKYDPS
esBAF inh: Bmi1 luciferase reporter increase in mESCs, primary screen, esBAF inhibitor project, mouse ES cells, Bmi1 luciferase knock-in, single point | 24 h; 100% = twice the neutral-well signal | reporter increase, % at 12.5 µM | actives 2% (n = 350,000) | AID 602393, 2012; in the data active = activation above about 40%;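 also: 0% = median of the plate's neutral control wells and 100% = double that signal; a rise in the Bmi1 reporter signal indicates esBAF inhibition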
ARNT-TACC3 inh: disruptors of ARNT/TACC3 protein interaction, primary screen, biochemical, AlphaScreen, single concentration; AlphaScreen His-ARNT PAS-B/GST-TACC3 binding, luminescence; TACC3 fragment carries E629A point mutation; AID 623870, 2012; inhibition, % at 9.99 µM; actives 0.66% (n = 390,000); Transforming acidic coiled-coil-containing protein 3 (Homo sapiens), Q9Y6A5;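 active = mean inhibition of replicates at least 50% and at least half of replicates each reaching 50%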;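 also: 0% = complete ARNT plus TACC3 wells and 100% = ARNT alone without TACC3; many hits fall short of the cut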
* marks the source's active call; other numbers are inactive results; x = no result given.

Order of results – INS-1E GSIS act	esBAF inh	Xi reactivation	F508del corr	RAD52 anneal inh	ARNT-TACC3 inh	RAD54 branch	ERAP1 inh
- Cc1sc(-c2ccncc2)nc1OC(=O)c1ccc(F)cc1F
→ 15.2	-2.5	0.1	-2.2	-15.5	-9.5	x	-2.5
- CCCN(CC(=O)Nc1ccccc1C)C(=O)COc1c(C)cccc1C
→ -16.2	7.6	0.0	-3.4	2.4	-2.4	7.9	4.3
- Cc1ccc(/C=C/C(=O)Nc2cccnc2)o1
→ 8.8	x	-0.1	-2.6	x	2.6	x	x
- CC(C)C#Cc1cnc2c(c1)C(=O)N([C@@H](C)CO)C[C@@H](C)[C@@H](CN(C)C(=O)c1cccc(F)c1)O2
→ 31.5	4.2	0.0	2.5	0.4	-9.5	3.0	2.1
- O=C(COC(=O)C1CCN(S(=O)(=O)c2cccs2)CC1)NCc1ccc(F)cc1
→ 12.5	3.6	0.0	2.0	-1.7	x	-0.2	-1.6
- Cc1cc(C)cc(CSc2ccc(S(=O)(=O)N3CCCC3)cn2)c1
→ x	8.3	0.2	-3.0	-16.2	-9.1	4.0	-1.0
- Oc1ccccc1CNc1nccs1
→ -9.8	2.4	0.1	-0.2	-16.4	-9.1	-5.7	-0.4
- CCCCNC(=O)C1(C)CCN1C(=O)c1ccc2c(c1)C(C)(C)CCC2(C)C (stereo unspecified)
→ x	-2.1	0.0	-4.8	-12.6	x	-5.7	6.9
- CC1=CC=CC2=NC(=O)CC(C)(C(=O)N(CC(=O)NC3CCCC3)Cc3ccc(Cl)cc3)N12 (stereo unspecified)
→ 2.6	-0.2	0.1	-1.6	-3.3	12.5	-4.0	5.6
- COc1cccc(-c2ccc([C@@H]3[C@H]4CN(C(=O)c5cccnc5)CC(=O)N4[C@H]3CO)cc2)c1
→ -16.6	x	0.1	0.2	4.2	x	x	-7.7
- COc1ccc(NS(=O)(=O)c2cccc(C(=O)NCC3(N4CCOCC4)CCCCC3)c2)cc1
→ -3.7	1.7	0.0	0.2	-19.3	-0.9	1.3	-7.4
- Cc1c(Cl)cccc1NC(=O)C1CCN(S(C)(=O)=O)CC1
→ 24.0	x	0.3	0.4	3.3	0.1	x	-1.2
- CCOC(=O)Nc1c(Cl)[nH]c(=O)n(C)c1=O
→ 0.7	-2.0	0.0	2.2	-6.4	-3.2	1.7	0.6
- COC(=O)CC1C(=O)NCCN1C(=S)Nc1ccccc1 (stereo unspecified)
→ 6.8	2.6	-0.1	-0.8	-21.6	-6.1	4.4	1.3
- COc1ccccc1NC(=O)N[C@H]1CC[C@@H](CCn2cc(-c3cccnc3)nn2)O[C@H]1CO
→ 0.4	-2.4	-0.1	2.3	-5.0	13.6	-10.5	-1.2
- COc1ccc(C(=O)NCC(c2ccco2)N(C)C)cc1S(=O)(=O)NCc1ccc(Cl)cc1 (stereo unspecified)
→ -15.5	6.2	0.1	1.2	-3.5	5.7	4.1	0.2
- CC(=O)c1ccccc1OCc1ccc(S(=O)(=O)Cc2ccccc2)cc1
→ -8.3	10.8	0.2	-1.2	-9.0	-1.5	0.9	3.2
- C[C@H](CO)N1C[C@H](C)[C@H](CN(C)S(C)(=O)=O)Oc2ccc(NC(=O)c3ccncc3)cc2CC1=O
→ -6.6	-3.4	0.1	1.0	-0.7	0.5	-0.7	-1.0
- O=C(C1CCN(S(=O)(=O)c2cccc3cccnc23)CC1)N1CCCC1
→ 13.1	3.9	-0.2	-4.4	-10.6	-3.2	2.6	-1.4
- CC1CC(C)CN(C(=O)COC(=O)CCC(=O)c2cccs2)C1 (stereo unspecified)
→ x	2.4	0.0	2.6	-9.8	8.8	1.9	-2.0
- O=C(NCc1cccs1)c1cc(-c2ccccc2)nn1CC1CC(c2cccc([N+](=O)[O-])c2)=NO1 (stereo unspecified)
→ x	x	0.1	8.6*	-5.2	8.4	9.9	-0.7
- Cc1cccc(C(=O)N2CCC(n3nnc4cc(F)ccc43)CC2)c1
→ -4.0	4.6	x	x	x	1.6	-0.8	x
- C[C@H]1CCCCO[C@@H](CN(C)C)[C@@H](C)CN([C@@H](C)CO)C(=O)c2cc(NS(C)(=O)=O)ccc2O1
→ 26.7	0.8	0.4	0.7	-13.3	6.8	-0.7	2.9
- O=[N+]([O-])c1ccc(/C=N/N2CCN(c3ccncc3S(=O)(=O)N3CCCCC3)CC2)cc1
→ 26.4	x	0.2	x	1.7	-1.0	x	-2.3
- Cc1nc2ccccc2n1/C(=N\S(=O)(=O)c1ccccc1)c1ccccc1
→ 9.4	x	0.0	3.2	0.8	-1.8	x	-3.6
- O=C(NCc1ccccc1)[C@H]1[C@H](CO)[C@H]2Cn3c(ccc(-c4cccc(F)c4)c3=O)[C@@H]1N2
→ 3.3	1.3	0.2	x	9.1	-12.1	-13.4	-2.4
- CCC(=O)N1CC2(C1)[C@@H](c1ccccc1)[C@@H](CO)N2Cc1cccc(Cl)c1
→ -11.4	x	0.0	-2.2	-1.2	x	x	-0.7
- CCn1c(SCC(=O)NC2CCCCC2)nnc1-c1ccco1
→ 3.4	0.7	0.0	-1.6	-11.8	-1.6	10.7	-5.4
- Cc1ccc(NC(=O)COC(=O)c2cccnc2Cl)cc1S(=O)(=O)N1CCCCC1
→ -36.0	1.2	0.1	-3.9	-11.0	2.4	-2.9	-5.4
- CCCCn1c(O)c(/C=C/C=C/C=Nc2ccccc2)sc1=S
→ 4.2	x	0.3	2.9	-7.4	-7.8	x	0.1
- Cc1cccc(NC(=O)CSc2nc3ccccc3c(=O)n2C)c1
→ -21.8	-12.4	0.4	0.9	-2.3	-2.8	6.4	-1.6
- COC(=O)[C@H]1C[C@@]2(O)CN(S(=O)(=O)c3ccc(C)cc3)C[C@@]2(OC(=O)NCC2CCCCC2)C[C@H]1C(=O)OC
→ -16.8	52.2*	0.0	-1.6	-10.6	x	7.4	1.3
- CC(=O)Nc1ccc(S(=O)(=O)NC2(C(F)(F)F)NC(=O)N(c3ccccc3F)C2=O)cc1 (stereo unspecified)
→ x	2.9	0.8	-1.4	-2.6	-4.0	x	6.7
- CCCNC(=O)N1CC2(C1)[C@@H](c1ccccc1)[C@@H](CO)N2Cc1ccc(Cl)cc1
→ -6.1	x	0.0	1.7	-12.0	x	x	-2.1
- CC1(c2cccc(Br)c2)NC(=O)N(CC(=O)NC2CCCCC2)C1=O (stereo unspecified)
→ 8.0	1.5	-0.1	-4.3	-10.4	-3.5	-4.7	4.2
- CC(=O)Nc1ccc2c(c1)ncn2-c1ccccc1
→ x	25.5	0.0	0.5	-6.9	7.3	4.5	x
- COc1cc2[nH]c(=O)c(C(=O)NCCCN3CCOCC3)c(O)c2cc1OC
→ 6.9	-2.8	0.0	x	66.8*	36.0	x	-11.1
- CC1=C(CC(=O)O)c2cc(F)ccc2/C1=C/c1ccc(S(C)=O)cc1 (stereo unspecified)
→ x	1.4	-0.2	-1.6	-6.1	0.3	-7.4	0.2
- CCC(=O)NC[C@@H]1[C@H](c2ccccc2)[C@H](CO)N1C(=O)C1CC1
→ 2.9	-3.9	0.3	4.4	-2.3	-0.4	-0.8	0.8
- COc1ccc(-c2nc(-c3cccs3)no2)cc1
→ -2.5	x	x	0.6	-24.9	-6.5	x	x
- C[C@H](CO)N1C[C@H](C)[C@H](CN(C)S(=O)(=O)c2ccc(F)cc2)Oc2ccc(NC(=O)Nc3cccc4ccccc34)cc2C1=O
→ 6.9	-3.3	0.2	-0.5	-4.7	-1.5	-17.6	3.9
- O=C1N[C@H](Cc2ccccc2)COC(=O)[C@@H](Cc2ccc(F)cc2)CC/C=C/C[C@H]1CC(=O)N(CCO)Cc1ccccc1
→ -27.3	-8.5	-0.1	2.1	-1.9	0.9	2.3	-0.9
- COC(=O)C[C@H]1C=C[C@@H](NC(=O)Nc2c(C)noc2C)[C@@H](CO)O1
→ 18.6	x	0.1	1.8	-9.9	x	x	0.2
- CC(C)N=C1CC(C)(C)CC(=O)/C1=C(/O)CCCN1C(=O)c2ccccc2C1=O
→ 11.8	-1.9	0.2	2.9	-9.6	0.5	1.5	2.2
- Cc1c(Cl)cccc1NC(=O)CSC(N)=O
→ -9.6	-5.4	0.1	2.2	4.7	0.2	-14.3	3.6
- Cc1ccc(O)c(NC(=O)Cc2ccc3ccccc3c2)c1
→ -4.1	-7.5	0.0	-1.0	-2.4	0.0	5.0	-3.6
- CCCNC(=O)Nc1ccc2c(c1)OC[C@H](C)N(C(=O)C1CCOCC1)C[C@H](C)[C@H](OC)CN(C)C2=O
→ 13.1	-0.9	0.0	3.4	-15.7	3.5	-6.4	x
- O=C(COc1ccc2c(-c3ccccc3)cc(=O)oc2c1)NC1CCS(=O)(=O)C1 (stereo unspecified)
→ 23.5	10.5	x	-1.1	-17.6	x	-5.8	-1.7
- Cc1ccc(NC(=O)c2ccncc2)cc1S(=O)(=O)N(C)C
→ 2.8	x	0.3	-1.8	-20.3	2.5	-2.8	-0.2
- CCN(CC)C(=O)C(=O)N/N=C/c1ccc(Cl)cc1Cl
→ 3.5	x	0.0	-2.1	-15.1	x	x	0.8
- O=C(CSc1ccccc1)Nc1ccc(C(=O)Nc2cccc(O)c2)cc1
→ 0.0	x	0.1	-2.8	-10.9	-1.6	x	1.9
- O=C(Nc1ccccc1F)N1C[C@@H]2[C@H](c3ccccc31)[C@H](CO)N2C(=O)Nc1ccccc1
→ -18.8	21.2	0.3	-0.6	-3.4	-4.8	2.1	0.3
- Cc1cc(C)cc(N(C(=O)c2csnn2)C(C(=O)NC(C)(C)C)c2ccccn2)c1 (stereo unspecified)
→ -4.3	x	0.0	0.6	1.0	20.0	x	1.4
- O=C(Nc1cccc(Br)c1)C1CC(=O)N(C2CCCC2)C1 (stereo unspecified)
→ -5.5	-3.6	0.1	1.5	-9.1	4.9	2.7	3.5
- CCCCN(C(=O)C1=COCCO1)c1c(N)n(Cc2ccccc2)c(=O)[nH]c1=O
→ 3.1	-4.0	0.0	4.0	-13.4	-4.6	0.0	-0.5
- CN(Cc1ccccc1)C(=O)C1CCN(S(=O)(=O)c2ccc3nc4c(c(C(=O)O)c3c2)CCCC4)CC1
→ -2.9	-1.6	0.2	-0.4	-50.4	5.0	-8.1	-4.7
